TDP2 absorb: blocks human TDP2 phosphodiesterase activity. inhibition, % at 12.8 µM. hit rate 0.34% among 370,000. recombinant TDP2, T5PNP hydrolysis, p-nitrophenol absorbance 415 nm;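 active = inhibition above the mean of all tested compounds plus 3 SD, set per campaign, cut at about 25% in these data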;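 note: 0% = DMSO with enzyme and 100% = buffer with substrate but no TDP2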
Target sequence (O95551 whole entry, looked up): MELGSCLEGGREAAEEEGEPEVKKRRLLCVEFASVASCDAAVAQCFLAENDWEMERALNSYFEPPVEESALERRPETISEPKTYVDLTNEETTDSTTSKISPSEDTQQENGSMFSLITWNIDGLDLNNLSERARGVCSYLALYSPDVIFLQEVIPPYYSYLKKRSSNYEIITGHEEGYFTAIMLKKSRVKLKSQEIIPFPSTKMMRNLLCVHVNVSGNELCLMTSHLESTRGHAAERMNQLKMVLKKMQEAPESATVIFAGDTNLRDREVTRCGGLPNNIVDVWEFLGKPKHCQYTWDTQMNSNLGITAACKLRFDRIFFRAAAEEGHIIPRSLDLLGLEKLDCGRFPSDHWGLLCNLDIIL
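System – recombinant human TDP2 · Amount – 120 nM TDP2 per well · Buffer or medium – Mg2+-containing Tris-HCl buffer, pH 7.5 · Reagent – T5PNP substrate, 5 mM · Dosing – 12.8 µM single point, 1% DMSO · Incubation – 2 h at 37 °C · Measured by – epi absorbance · Read-out basis – percent inhibition · Benchmarks – high control without enzyme, low control DMSO plus TDP2 · Repeats – singlicate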
SIAE inh: inhibitors of human sialic acid acetylesterase SIAE; hit rate 0.69% among 370,000; inhibition, % at 9.66 µM; SIAE FP-Rh probe binding, fluorescence polarization; Q9HAT2;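 active = inhibition above a cutoff: mean of compounds within the control limits plus 3 SD of those, cut at about 17% in these data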;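 note: 0% = plate median of compound wells and 100% = probe without SIAE protein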
Target sequence (Q9HAT2 whole entry, looked up): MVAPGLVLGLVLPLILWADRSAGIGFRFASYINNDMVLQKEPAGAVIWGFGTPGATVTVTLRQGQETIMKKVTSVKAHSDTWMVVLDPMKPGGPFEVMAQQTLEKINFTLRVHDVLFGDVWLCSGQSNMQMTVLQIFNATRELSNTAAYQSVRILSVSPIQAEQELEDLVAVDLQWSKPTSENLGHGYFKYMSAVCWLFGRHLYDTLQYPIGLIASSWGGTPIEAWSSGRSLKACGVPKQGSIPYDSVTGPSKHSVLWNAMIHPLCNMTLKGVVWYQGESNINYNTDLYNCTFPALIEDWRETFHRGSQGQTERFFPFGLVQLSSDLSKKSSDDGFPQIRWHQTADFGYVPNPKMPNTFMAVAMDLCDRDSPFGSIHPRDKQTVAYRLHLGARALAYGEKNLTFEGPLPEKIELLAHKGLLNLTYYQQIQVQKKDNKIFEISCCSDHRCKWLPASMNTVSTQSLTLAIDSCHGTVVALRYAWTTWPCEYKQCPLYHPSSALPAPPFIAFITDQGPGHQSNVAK
ASAP1 inh: ASAP1 ArfGAP inhibition; Q9ULH1; ASAP1-stimulated ARF1 GTP hydrolysis, GDP FP detection; hit rate 0.19% among 360,000; AID 624377; inhibition, % at 16.5 µM; in the data active = inhibition above about 25%;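 note: 0% = vehicle with enzyme and substrate and 100% = no enzyme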
ADAM17 inh: ADAM17 inhibition, QFRET primary screen; inhibition, % at 6.95 µM; P78536; recombinant ADAM17, EDANS/DABCYL FRET peptide cleavage; hit rate 0.83% among 370,000;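 active = inhibition above the mean of compounds lying between control limits plus 3 SD, set per campaign, cut at about 8.5% in these data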;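 note: 0% = DMSO-only wells as the low control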
PLC-gamma1 inh: blocks human PLC-gamma1 enzyme activity; AID 720700; inhibition, % at 12.2 µM; hit rate 0.84% among 370,000; purified PLC-gamma1, fluorogenic substrate, fluorescence; P19174; in the data active = inhibition above about 9.5%
ARFGAP1 inh: rat ARFGAP1 inhibition. Q62848. Arfgap1-stimulated ARF1 GTP hydrolysis, GDP FP detection. inhibition, % at 16.5 µM. hit rate 0.26% among 360,000;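 active = inhibition above a per-plate limit, mean inhibition of low control wells plus 3 SD, cut at about 25% in these data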;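 note: 0% = DMSO wells with enzyme and 100% = wells lacking Arfgap1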
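System: truncated rat Arfgap1 GAP domain / Medium: HEPES-based buffer, pH 7.5 / Also added: N-terminally truncated human ARF1-GTP substrate / Incubation: enzyme reaction 120 min at 25 °C after 20 min preincubation / Measured by: FP of antibody-bound GDP Alexa 633 tracer, ex 620/em 688 nm / Replicates: singlicate, each compound tested once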
Tn7 DDE FP: inhibitors of Tn7 peptide binding to human fibrin DD(E); P02675; FP displacement of FITC-Tn7 peptide from fibrin DD(E); 0% = median of compound wells per plate; inhibition, % at 8.3 µM; hit rate 0.13% among 370,000;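 active = inhibition above the mean of compounds falling within the control limits plus 3 SD of them, cut at about 14% in these data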;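 note: 0% = plate median of compound wells and 100% = 10 µM Aha-Tn7 peptide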
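system = human fibrin DD(E) protein | quantity = DD(E) 2 µM final | medium = Tris/NaCl/CaCl2 buffer, pH 7.8 | also added = labelled Tn7 tracer, 0.1 µM | compound dosing = single point at 8.3 µM | timing = compound with protein 10 min, then 3 h after probe, room temperature | signal = FP measurement | benchmarks = Aha-Tn7 high control | repeats = one replicate per compound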
PLC-beta3 inh: PLC-beta3 (human) inhibition, primary screen; hit rate 0.18% among 370,000; inhibition, % at 12.2 µM; Purified PLC-beta3, fluorogenic substrate, fluorescence; in the data active = inhibition above about 11%;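 note: 0% = median of compound wells on plate and 100% = full blocker control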
DDE Tn6 FP inh: DD(E)-Tn6 binding inhibition, primary FP screen; P02675; Fibrin DD(E) TRITC-Tn6 fluorescence polarization displacement; inhibition, % at 8.3 µM; hit rate 0.21% among 370,000;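 active = inhibition above a per-campaign cutoff: mean of compounds within control limits plus 3 SD, cut at about 15% in these data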;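 note: 0% = median of all compound wells on the plate and 100% = blocking peptide control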
ADAM10 inh: ADAM10 inhibition, QFRET primary screen; O14672; recombinant ADAM10, EDANS/DABCYL FRET peptide cleavage, 3 h; inhibition, % at 7 µM; hit rate 0.62% among 370,000;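 active = inhibition above a per-campaign cutoff equal to the mean of compounds falling between control-based bounds plus 3 SD, cut at about 20% in these data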;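 note: 0% = DMSO wells while the 100% control is not disclosed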
Starred values were filed as active, the others as inactive.

No. | mol | TDP2 absorb | SIAE inh | ASAP1 inh | ADAM17 inh | PLC-gamma1 inh | ARFGAP1 inh | Tn7 DDE FP | PLC-beta3 inh | DDE Tn6 FP inh | ADAM10 inh
1 | COc1ccc(NC(=O)c2ccccc2O)c(OC)c1 | -5.2 | 1.4 | 9.6 | -2.4 | 5.0 | 0.9 | 1.3 | 1.5 | 2.0 | 1.4
2 | CC1=C(C)C(=O)N(c2ccccn2)C1=O | 2.9 | -2.4 | 12.8 | -0.7 | -0.8 | 3.2 | 2.0 | -0.3 | -3.9 | -2.6
3 | CCCn1c(SCC(=O)NC2CCCCC2)nnc1C1CC1 | -5.8 | 1.1 | -0.4 | -0.1 | -1.8 | 1.1 | 3.8 | -3.7 | -5.0 | 4.0
4 | C/C(=C\C(=O)Nc1cscc1C)C(=O)O | 7.2 | 2.0 | -2.0 | -5.2 | -2.7 | 1.8 | -0.2 | -5.8 | 6.7 | -5.9
5 | O=C(Nc1ccc2c(c1)OCCO2)C1CCN(S(=O)(=O)c2ccccc2)CC1 | 7.1 | 6.0 | -3.3 | -0.7 | -0.8 | -12.6 | 9.4 | -1.7 | 10.9 | 6.6
6 | CSc1ccc(/C=C(\NC(=O)c2ccccc2)C(=O)NN)cc1 | 1.7 | -9.7 | -4.8 | -0.6 | -25.4 | 5.9 | 12.6 | -44.0 | 1.7 | -9.0
7 | CCCn1c(=O)c2ccccc2n2c(SCC(=O)c3cc(C)n(CCOC)c3C)nnc12 | -5.2 | -3.3 | -2.0 | 0.2 | 3.1 | 7.4 | 5.2 | 2.9 | -15.0 | -0.5
8 | O=C(NN1C(=O)/C(=C/c2ccc(O)c([N+](=O)[O-])c2)SC1=S)c1ccccc1Cl | 8.6 | -8.3 | -2.3 | 0.9 | 4.7 | 3.5 | 2.4 | -6.3 | 5.1 | 4.8
9 | ClCc1nnc(-c2ccccc2)o1 | -0.6 | -4.9 | -3.2 | -9.6 | -5.3 | 8.4 | 4.8 | -4.5 | -0.2 | -17.6
10 | CCCCNC(=O)OCC(CC)NC(=O)OCC(C)C (stereo not drawn) | -5.6 | 2.3 | 8.5 | -2.1 | 3.1 | -3.4 | 3.0 | 0.4 | 9.2 | -4.6
11 | O=C(NCc1ccco1)c1cc2n(n1)C(C(F)(F)F)CC(c1ccc(Cl)c(Cl)c1)N2 (stereo not drawn) | -1.2 | -7.8 | 5.2 | -1.2 | 0.3 | 1.2 | 8.1 | -6.0 | 6.5 | 8.7
12 | O=C(N/N=C1\CCCc2ccccc21)c1ccc([N+](=O)[O-])cc1 | 0.8 | 1.7 | 5.0 | -1.3 | 1.7 | -8.2 | -0.4 | 1.8 | 3.3 | -1.7
13 | CN(C)CCOC(=O)NCC12CC3CC(CC(C3)C1)C2 | 10.3 | -0.6 | 2.3 | -3.8 | -1.4 | 20.7 | 0.1 | -7.7 | -3.6 | -5.5
14 | O=C(CCCN1C(=O)S/C(=C\C=C\c2ccccc2)C1=O)Nc1ccc(O)cc1 | -3.9 | 3.7 | 0.4 | 2.1 | -6.0 | 3.6 | -0.2 | -18.9 | -6.3 | 2.6
15 | O=C(CNC(=O)c1ccccc1F)NCC(c1cccs1)N1CCOCC1 (stereo not drawn) | 5.4 | 7.7 | 1.7 | -1.5 | 3.0 | 0.2 | -0.2 | -8.6 | 1.3 | -13.5

Profiles as entered above:
`O=C(NCc1ccco1)c1cc2n(n1)C(C(F)(F)F)CC(c1ccc(Cl)c(Cl)c1)N2` (stereo not drawn) is listed with TDP2 absorb = -1.2; SIAE inh = -7.8; ASAP1 inh = 5.2; ADAM17 inh = -1.2; PLC-gamma1 inh = 0.3; ARFGAP1 inh = 1.2; Tn7 DDE FP = 8.1; PLC-beta3 inh = -6.0; DDE Tn6 FP inh = 6.5; ADAM10 inh = 8.7
`COc1ccc(NC(=O)c2ccccc2O)c(OC)c1` is listed with TDP2 absorb = -5.2; SIAE inh = 1.4; ASAP1 inh = 9.6; ADAM17 inh = -2.4; PLC-gamma1 inh = 5.0; ARFGAP1 inh = 0.9; Tn7 DDE FP = 1.3; PLC-beta3 inh = 1.5; DDE Tn6 FP inh = 2.0; ADAM10 inh = 1.4

Filtered by structure: the compounds so far with fluorine.
No. | mol | TDP2 absorb | SIAE inh | ASAP1 inh | ADAM17 inh | PLC-gamma1 inh | ARFGAP1 inh | Tn7 DDE FP | PLC-beta3 inh | DDE Tn6 FP inh | ADAM10 inh
11 | O=C(NCc1ccco1)c1cc2n(n1)C(C(F)(F)F)CC(c1ccc(Cl)c(Cl)c1)N2 (stereo not drawn) | -1.2 | -7.8 | 5.2 | -1.2 | 0.3 | 1.2 | 8.1 | -6.0 | 6.5 | 8.7
15 | O=C(CNC(=O)c1ccccc1F)NCC(c1cccs1)N1CCOCC1 (stereo not drawn) | 5.4 | 7.7 | 1.7 | -1.5 | 3.0 | 0.2 | -0.2 | -8.6 | 1.3 | -13.5

Given screen by screen: part of the list above
(11) O=C(NCc1ccco1)c1cc2n(n1)C(C(F)(F)F)CC(c1ccc(Cl)c(Cl)c1)N2 (stereo not drawn)
(12) O=C(N/N=C1\CCCc2ccccc21)c1ccc([N+](=O)[O-])cc1
assay / compound	11	12
TDP2 absorb	-1.2	0.8
SIAE inh	-7.8	1.7
ASAP1 inh	5.2	5.0
ADAM17 inh	-1.2	-1.3
PLC-gamma1 inh	0.3	1.7
ARFGAP1 inh	1.2	-8.2
Tn7 DDE FP	8.1	-0.4
PLC-beta3 inh	-6.0	1.8
DDE Tn6 FP inh	6.5	3.3
ADAM10 inh	8.7	-1.7

Continued.
No. | mol | TDP2 absorb | SIAE inh | ASAP1 inh | ADAM17 inh | PLC-gamma1 inh | ARFGAP1 inh | Tn7 DDE FP | PLC-beta3 inh | DDE Tn6 FP inh | ADAM10 inh
16 | CCSc1nnc(N)s1 | 6.2 | -3.2 | -2.4 | -0.2 | 1.4 | 8.5 | 6.1 | -1.4 | 6.1 | 10.1
17 | C[C@@H]1CN([C@@H](C)CO)C(=O)CCCn2nncc2CO[C@@H]1CN(C)S(=O)(=O)c1ccccc1C#N | -3.2 | -2.6 | 0.1 | 6.3 | 3.1 | 4.7 | -1.8 | 5.7 | -0.7 | -4.2
18 | Cc1nnc(NC(=O)c2ccc(C)c(S(=O)(=O)N3CCCCCC3)c2)s1 | -0.6 | 1.5 | 7.6 | -2.6 | -1.0 | -4.2 | 5.6 | -2.3 | -0.1 | 3.2
19 | O=C(Cn1cnc(S(=O)(=O)N2CCCCC2)c1)Nc1ccc(OC(F)(F)F)cc1 | -10.3 | -4.5 | 6.2 | -1.6 | 0.4 | 7.8 | 6.6 | -11.9 | -1.9 | -2.7
20 | CCCC(=O)NC1C2CC3CC(C2)CC1C3 (stereo not drawn) | 4.8 | -0.8 | -4.4 | -2.0 | 1.4 | 4.3 | -5.4 | 0.5 | -2.3 | 4.7
21 | O=C1C2C3C=CC(C2C(=O)N1c1cccc(O)c1)C1C2C(=O)N(c4cccc(O)c4)C(=O)C2C31 (stereo not drawn) | -2.3 | 5.8 | -0.1 | -2.2 | -4.5 | 12.4 | 2.7 | -3.8 | -1.8 | -2.4
22 | C/C(=N\N1CCN(Cc2ccccc2)CC1)c1ccco1 | 4.0 | 5.4 | -4.8 | -4.2 | -2.7 | -0.7 | 3.7 | -0.4 | 3.5 | -0.6
23 | CC(C)c1ccc(C2/C(=C(\O)c3ccc4c(c3)OCCO4)C(=O)C(=O)N2CCN2CCOCC2)cc1 (stereo not drawn) | -7.2 | -1.9 | -2.2 | -0.4 | -5.4 | -6.8 | 4.3 | -13.8 | -2.3 | -4.2
24 | O=C1Cc2ccccc2C(=O)N1OCc1ccc(Cl)cc1Cl | 7.0 | 12.2 | -3.7 | -3.3 | -5.8 | -1.7 | 5.7 | -10.3 | 1.3 | -9.5

Look-ups from above:
compound 21 @ ASAP1 inh: -0.1
compound 22 @ PLC-gamma1 inh: -2.7

Bioassay records from PubChem.
